Assay outcomes deposited in PubChem BioAssay by several laboratories.
PG9 Ab binder: binds the HIV-1 gp120 antibody PG9. TR-FRET gp120-PG9 antibody binding. inhibition, % at 6.7 µM. 0.43% of 360,000 active; in the data active = inhibition above about 8.5%
GC-A act: GC-A (human) enzyme activation; AID 1671463; P16066; HEK293 GC-A cells, cGMP TR-FRET, EC30 ANP; 0% at EC30 ANP, 100% saturating ANP; 0.14% of 370,000 active; activation, % at 10 µM; in the data active = activation above about 40%
ADAM10 inh: inhibits human ADAM10; AID 720582; 0.62% of 370,000 active; O14672; inhibition, % at 7 µM; recombinant ADAM10, EDANS/DABCYL FRET peptide cleavage, 3 h;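 active = inhibition above a per-campaign cutoff equal to the mean of compounds falling between control-based bounds plus 3 SD, cut at about 20% in these data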;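 also: 0% = DMSO wells while the 100% control is not disclosed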
Target sequence (O14672 214-748 limits assumed): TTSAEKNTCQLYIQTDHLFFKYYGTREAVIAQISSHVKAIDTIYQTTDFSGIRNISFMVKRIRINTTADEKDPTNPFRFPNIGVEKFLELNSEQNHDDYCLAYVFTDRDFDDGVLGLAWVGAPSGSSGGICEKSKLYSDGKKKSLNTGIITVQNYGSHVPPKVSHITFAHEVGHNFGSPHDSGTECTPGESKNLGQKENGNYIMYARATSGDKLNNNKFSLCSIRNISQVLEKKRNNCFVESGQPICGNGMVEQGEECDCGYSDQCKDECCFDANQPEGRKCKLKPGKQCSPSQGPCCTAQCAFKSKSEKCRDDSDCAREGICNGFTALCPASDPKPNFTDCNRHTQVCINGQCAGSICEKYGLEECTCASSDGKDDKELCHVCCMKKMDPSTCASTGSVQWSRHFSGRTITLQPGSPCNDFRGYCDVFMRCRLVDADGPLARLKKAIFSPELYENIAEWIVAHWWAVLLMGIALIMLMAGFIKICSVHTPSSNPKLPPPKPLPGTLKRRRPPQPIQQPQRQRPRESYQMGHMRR
DAX1 inh-1: inhibits human nuclear receptor DAX1; P51843; HEK293 Gal4-DAX1 luciferase reporter, luminescence; inhibition, % at 6.75 µM; 0.99% of 340,000 active; AID 504766;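 active = inhibition above the mean over all tested compounds plus 3 SD, cut at about 4.2% in these data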;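 also: 0% = DAX1-transfected cells with DMSO and 100% = empty-vector control cells with DMSO; inhibition shows as a rise in luminescence from relieved DAX1 repression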
Target sequence (P51843 207-470 limits assumed): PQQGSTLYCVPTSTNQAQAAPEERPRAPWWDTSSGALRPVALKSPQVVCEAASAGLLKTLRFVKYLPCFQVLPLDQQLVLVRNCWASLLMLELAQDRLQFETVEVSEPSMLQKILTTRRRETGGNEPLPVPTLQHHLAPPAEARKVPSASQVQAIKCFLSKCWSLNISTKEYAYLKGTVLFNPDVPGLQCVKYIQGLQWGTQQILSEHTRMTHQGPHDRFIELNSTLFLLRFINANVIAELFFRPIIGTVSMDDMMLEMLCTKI
ssDAF12 agonist: activates DAF-12 receptor from parasite S. stercoralis; HEK293 ssDAF-12/GRIP1 lit1-tk-luc reporter, luminescence; % of 3 µM dafachronic acid response; activation, % at 6.8 µM; 1% of 370,000 active; AID 652126;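 active = activation above the mean over all tested compounds plus 3 SD, cut at about 0.9% in these data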;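 also: 0% = DMSO-only wells and 100% = 3 µM delta7-dafachronic acid wells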
SMARCA2 act: increases SMARCA2 function in MMTV reporter cells; MG213 cells, MMTV-luciferase reporter, dexamethasone, overnight; activation, % at 9.1 µM; 1% of 370,000 active; AID 652017; in the data active = activation above about 7.8%;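 also: 0% = vehicle wells and 100% = reference activator wells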
DAX1 inh-2: blocks DAX1 repression of SF-1 activated StAR promoter | HEK293T StAR-luciferase reporter, SF-1/DAX-1 repression relief | inhibition, % at 6.8 µM | 1.1% of 370,000 active | AID 652010;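 active = inhibition above the mean over all tested compounds plus 3 SD, cut at about 3.6% in these data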;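 also: 0% = DAX-1 cells with DMSO and 100% = cells lacking DAX-1 with DMSO; higher inhibition means more luminescence from relief of DAX-1 repression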
hcDAF12 agonist: activates DAF-12 receptor from parasite H. contortus; 1.4% of 370,000 active; AID 652067; activation, % at 6.8 µM; HEK293 hcDAF-12 lit1-tk-luc reporter, luminescence; 0% DMSO, 100% Δ7-dafachronic acid;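 active = activation above the mean of all tested compounds plus 3 SD, cut at about 5.5% in these data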;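 also: 100% = response to 3 µM Δ7-dafachronic acid high control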
ADAM17 inh: ADAM17 inhibition, QFRET primary screen; P78536; recombinant ADAM17, EDANS/DABCYL FRET peptide cleavage; inhibition, % at 6.95 µM; 0.83% of 370,000 active;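 active = inhibition above the mean of compounds lying between control limits plus 3 SD, set per campaign, cut at about 8.5% in these data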;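 also: 0% = DMSO-only wells as the low control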
hgDAF12 agonist: activates the H. glycines DAF-12 receptor ligand-binding domain | HEK293 GAL4-hgDAF12 UAS-luciferase reporter, agonist luminescence; normalized to butyrate control | activation, % at 6.8 µM | 1.8% of 370,000 active;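 active = activation above a cutoff set at the mean of all screened compounds plus 3 SD, cut at about 10% in these data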;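 also: 0% = DMSO wells and 100% = sodium butyrate wells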
GAA850 FXN act: activators of GAA850 frataxin (FXN) promoter. 0.56% of 360,000 active. activation, % at 6 µM. AID 540364. HEK293 lucGAA850 FXN promoter luciferase reporter, 24 h; percent of 10 µM SAHA response;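 active = activation above the average of all compounds screened plus 3 SD, cutoff fixed separately per campaign, cut at about 7.5% in these data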;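 also: 0% = DMSO wells and 100% = 10 µM SAHA wells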
The depositor's hits bear a star; i = inactive; nt = not tested or not shown.

#1 Cn1c(=O)c2cc(NC(=O)Cc3cccnc3)ccc2n1-c1ccc2ccccc2c1
#2 Cc1csc(Nc2cccc3ccccc23)n1
#3 O=C1C2C(c3ccccc3)C=CC(c3ccccc3)C2C(=O)N1CCCO (stereo not given)
#4 C=C(C)c1cccc(C(C)(C)NC(=O)N2CCN(c3ncccn3)CC2)c1
#5 Cn1c(=O)c(=O)n(C)c2cc(S(=O)(=O)N3CCCC3C(=O)NCc3ccco3)ccc21 (stereo not given)
#6 COCCCN1C(=O)C(CC(=O)NCCc2ccccn2)CC(C(=O)N2CCCCCC2)=C1C (stereo not given)
#7 O=C(COC(=O)c1ccc(S(=O)(=O)N2CCCCC2)cc1)NCc1ccco1
#8 CN(C)CCC(=O)c1ccc(Cl)cc1

compound no.	1	2	3	4	5	6	7	8
PG9 Ab binder	-1.1	-3.0	-0.5	-1.7	-1.5	2.4	-2.8	-1.2
GC-A act	47.2*	-2.3	-4.5	4.0	1.7	3.4	-4.2	61.7*
ADAM10 inh	-51.8	-43.5	-6.7	-2.0	-10.5	-12.0	3.1	-1.5
DAX1 inh-1	nt	0.5	1.7	0.9	0.4	nt	-2.2	-0.9
ssDAF12 agonist	-1.4	-1.4	-0.9	-0.8	-0.6	-0.6	-0.3	-1.2
SMARCA2 act	-4.3	0.5	-0.1	0.1	-3.5	-0.5	-1.5	-0.1
DAX1 inh-2	-1.1	-0.2	0.0	0.1	0.5	-0.2	0.0	-0.7
hcDAF12 agonist	-1.4	0.8	-1.6	-1.7	-0.7	2.3	-0.3	-0.6
ADAM17 inh	-17.2	-17.3	-1.0	-1.6	-3.4	-6.8	3.8	-4.2
hgDAF12 agonist	0.7	2.2	-1.3	-1.6	-1.6	-0.1	0.0	0.8
GAA850 FXN act	-1.6	2.0	0.3	-2.5	1.9	nt	3.9	0.5

#9 CSc1nc(N2CCOCC2)c2sccc2n1
#10 Cc1nn(CC(=O)Nc2ccc3c(c2)OCCO3)c(C)c1[N+](=O)[O-]
#11 CC(C)N(CCn1c(=S)[nH]c2ccccc2c1=O)C(C)C
#12 Cc1ccccc1-c1nnc(SCC(=O)N2CCCC2)o1
#13 Cc1ccc2c(c1)/C(=N/N1C(=O)c3ccccc3C1=O)C(=O)N2
#14 CCOC(=O)c1c(CC(C)C)csc1/N=C/C1C(=O)CCCC1=O
#15 Cc1ccc(-c2nc3cccnc3s2)cc1NS(=O)(=O)c1ccc2c(c1)CCCC2
#16 CC(=O)Nc1ccc(N=Nc2ccccc2)cc1[N+](=O)[O-]

compound no.	9	10	11	12	13	14	15	16
PG9 Ab binder	-1.1	0.0	-1.7	-1.4	-1.6	-1.6	4.6	-1.3
GC-A act	5.3	-2.5	1.7	6.8	8.9	0.7	5.2	2.7
ADAM10 inh	-0.1	2.2	4.4	5.9	12.3	-31.6	-42.5	-2.7
DAX1 inh-1	2.6	2.2	-0.3	-0.4	-0.5	0.0	0.9	nt
ssDAF12 agonist	-0.8	-1.1	-1.3	0.1	-0.9	-1.4	-0.3	-1.5
SMARCA2 act	-2.0	0.0	2.3	6.9	-4.6	-0.6	-1.3	-1.3
DAX1 inh-2	0.2	-2.0	0.3	1.3	-0.3	-0.2	1.6	1.3
hcDAF12 agonist	-0.2	-0.5	0.5	0.8	-0.9	-1.7	3.8	1.1
ADAM17 inh	2.6	-1.2	-0.8	-2.2	7.6	-14.0	-7.6	0.1
hgDAF12 agonist	2.7	0.1	1.6	10.6*	-0.8	0.3	0.3	6.7
GAA850 FXN act	3.2	-1.4	-0.8	4.1	1.6	1.5	-0.9	5.9

Some of these compounds in order of the DAX1 inh-2 value, rising.
cpd | Compound | DAX1 inh-2
6 | COCCCN1C(=O)C(CC(=O)NCCc2ccccn2)CC(C(=O)N2CCCCCC2)=C1C (stereo not given) | -0.2
3 | O=C1C2C(c3ccccc3)C=CC(c3ccccc3)C2C(=O)N1CCCO (stereo not given) | 0.0
16 | CC(=O)Nc1ccc(N=Nc2ccccc2)cc1[N+](=O)[O-] | 1.3

Remaining list, next part
#17 O=C1COc2ccc(C(=O)CSc3ccc(Br)cc3)cc2N1
#18 Cn1c(N)c(C(=O)CN2CCN(S(=O)(=O)c3ccccc3C#N)CC2)c(=O)n(C)c1=O
#19 Oc1cccc(Nc2c3ccccc3nc3ccccc23)c1
#20 COCCNc1oc(/C=C/c2cccc(OC)c2)nc1S(=O)(=O)c1ccccc1
#21 COc1ccc(NC(=O)c2cnn(-c3ccccc3)c2C)c(OC)c1
#22 CCOC(=O)C1CC2=C(CC(C)(C)CC2=O)N(CCOC)C1=O (stereo not given)
#23 Cc1cc(C)cc(N=Cc2ccc([N+](=O)[O-])s2)c1
#24 CC(C)CC(=O)Nc1nnc(SCC(=O)Nc2ccc3c(c2)OCO3)s1

compound no.	17	18	19	20	21	22	23	24
PG9 Ab binder	-1.1	0.5	-8.8	-0.3	0.5	0.5	-0.1	1.4
GC-A act	-4.0	3.8	-40.2	-23.2	1.1	-0.5	-0.9	-2.0
ADAM10 inh	19.3	8.0	i	i	3.3	-8.1	-2.8	-5.1
DAX1 inh-1	1.0	-0.1	-1.4	0.1	1.2	-1.6	-0.3	1.5
ssDAF12 agonist	-0.6	-1.3	-0.8	-1.1	-2.0	-0.7	-1.1	-1.6
SMARCA2 act	-1.6	1.5	6.0	-3.3	-2.1	2.1	-0.7	2.5
DAX1 inh-2	-1.6	-0.7	-1.2	-0.3	0.3	0.1	-0.2	-0.3
hcDAF12 agonist	-1.0	-1.6	-2.0	-2.4	-2.8	0.6	2.2	-0.4
ADAM17 inh	5.0	0.8	-471.2	-228.0	-5.3	-0.5	-2.7	-6.7
hgDAF12 agonist	1.9	-2.3	1.3	-1.3	-1.6	3.2	0.2	-0.6
GAA850 FXN act	-0.5	-0.6	-2.5	1.4	-0.2	-1.1	16.3*	-0.5

#25 N#CC1=C(N)Oc2c(oc(CO)cc2=O)C1c1ccsc1 (stereo not given)
#26 COc1ccc(C(=O)O)cc1S(=O)(=O)Nc1ccccc1-c1ccccc1
#27 CCOC(=O)C1(C)CCCN1C(=O)c1ccc2ccccc2c1 (stereo not given)
#28 O=C1c2cccnc2C(Nc2ccc(S(=O)(=O)N3CCCCCC3)cc2)N1Cc1ccccc1 (stereo not given)
#29 CC1(C)CC(NC(=O)C(C)(C)Oc2ccc(Cl)cc2)CC(C)(C)N1
#30 CCOC(=O)N1CCN(S(=O)(=O)N2CCCC(C(=O)NCCCN3CCCCC3CC)C2)CC1 (stereo not given)
#31 Cc1nnc(NC2CCCCC2)[nH]c1=O
#32 C[C@@H]1OC(C2CCCCC2)N(C)[C@H]2C[C@H]3c4[nH]c5cccc(-c6ccccc6)c5c4CCN3C[C@@H]12 (stereo not given in full)

compound no.	25	26	27	28	29	30	31	32
PG9 Ab binder	-2.1	-1.2	0.0	-2.5	-1.2	1.2	1.6	nt
GC-A act	-0.3	4.2	-0.1	3.6	2.3	0.1	-0.6	8.2
ADAM10 inh	-10.8	12.4	-12.1	5.0	4.1	-8.3	5.7	-91.1
DAX1 inh-1	-1.1	-1.4	nt	1.5	0.6	-0.6	-0.3	nt
ssDAF12 agonist	-0.2	-0.8	-1.5	-2.1	-1.1	-1.0	-0.8	-0.5
SMARCA2 act	-2.3	-0.4	0.2	0.9	-0.4	-2.4	-0.8	-0.3
DAX1 inh-2	-0.5	0.3	0.4	-0.5	0.4	0.0	1.2	-1.2
hcDAF12 agonist	0.2	1.2	-2.1	-1.6	-1.6	-1.2	-1.5	-0.3
ADAM17 inh	-1.8	-1.8	-3.2	1.2	-0.5	-6.7	-1.5	-25.3
hgDAF12 agonist	0.3	-0.4	0.1	0.6	1.4	0.9	-1.0	0.0
GAA850 FXN act	-1.0	1.1	-1.3	2.0	1.7	1.5	1.6	nt

#33 CCCCn1c(SCC(=O)N2CCCC2)nnc1-c1ccccc1
#34 CC(O)C(NS(=O)(=O)c1ccc(Cl)cc1)C(=O)OCCOc1ccc(F)cc1 (stereo not given)
#35 CC=C1OC(n2cnc3c(N)ncnc32)C(O)C1O (stereo not given)
#36 O=C1Cc2cc(S(=O)(=O)Nc3ccccc3Cl)cc3c2N1CCC3
#37 Cc1cc(C)c(Nc2cc(S(=O)(=O)O)c(N)c3c2C(=O)c2ccccc2C3=O)c(C)c1
#38 COC(=O)C1=CN(c2c(C)cc(C)cc2C)C(N)=C(C#N)C1c1ccccc1 (stereo not given)
#39 CN(C)c1ccc(C(=O)NCC(c2cccs2)N2CCOCC2)cc1 (stereo not given)
#40 CCN(CC)c1ncnc2c1ncn2[C@H]1CN(Cc2ccc(Cl)cc2)C[C@@H](CO)O1

compound no.	33	34	35	36	37	38	39	40
PG9 Ab binder	1.0	0.2	1.2	0.2	-33.8	-2.1	-2.4	-2.8
GC-A act	0.1	2.1	-2.3	-2.4	-29.1	-4.8	-0.1	-4.0
ADAM10 inh	-3.5	-5.8	-7.7	5.4	23.3*	-26.4	-4.5	-10.0
DAX1 inh-1	-0.9	-0.8	nt	1.1	-1.6	nt	0.5	nt
ssDAF12 agonist	-1.0	-1.4	-1.2	-0.8	-1.6	-1.1	-0.7	-1.4
SMARCA2 act	-3.4	-3.3	-1.0	-1.6	-0.4	-0.1	0.8	0.8
DAX1 inh-2	-0.7	-1.6	0.1	-0.1	-0.7	0.2	0.8	-0.7
hcDAF12 agonist	-0.9	-2.8	-1.2	1.4	-1.9	-0.5	-0.6	-0.6
ADAM17 inh	-4.7	0.7	-3.8	-5.4	8.7*	-6.2	1.0	-3.0
hgDAF12 agonist	-4.0	-4.8	1.2	-1.1	-0.2	-4.0	1.1	-0.4
GAA850 FXN act	-0.6	-1.6	nt	1.5	0.0	nt	2.2	0.7

#41 O=C(Nc1ccccc1Cl)c1cc(C2CCCN(C(=O)OCCF)C2)on1 (stereo not given)
#42 Cc1onc(-c2ccccc2)c1-c1n[nH]c(=S)n1-c1ccccc1
#43 COc1ccc2c(CC(=O)Nc3ccccc3N3CCOCC3)coc2c1
#44 Cc1cc(CNC(=O)c2cc(Br)ccc2Cl)nn1C
#45 CCN(CC)C(=O)c1c(-c2ccccc2)oc2ccc(O)cc12

compound no.	41	42	43	44	45
PG9 Ab binder	1.7	-0.4	0.5	-1.6	-2.0
GC-A act	-5.6	1.9	-7.9	-0.4	-6.9
ADAM10 inh	-8.6	-9.0	4.9	7.4	-6.2
DAX1 inh-1	nt	0.5	-1.0	-0.5	-2.1
ssDAF12 agonist	-0.8	-1.1	-2.3	-1.7	-1.6
SMARCA2 act	-0.9	-4.8	-1.7	0.8	-1.7
DAX1 inh-2	-0.3	-0.8	-0.8	-0.1	-0.4
hcDAF12 agonist	-0.1	0.7	-0.9	0.8	-2.1
ADAM17 inh	0.2	-4.1	-2.0	-0.4	-1.2
hgDAF12 agonist	0.3	1.4	-2.1	-5.0	2.1
GAA850 FXN act	1.2	-0.4	0.2	1.6	1.5
